# WRN inhibitor: qHTS for Inhibitors of WRN Helicase; Bifunctional 3'-5' exonuclease/ATP-dependent helicase WRN (Homo sapiens), Q14191; Potency, µM (titrated, usually from 114 µM), without a hit: at the highest dose activity change, negative = inhibition, usual class: inhibitors; AID 651768, 2012; 360,000 tested, 0.46% active; WRN helicase unwinding, fluorescent forked duplex, kinetic; also: potency is read from the fitted curve at half-maximal effect; % is scaled to controls: 0 for no effect and ±100 for the full control effect; nearly all actives have a fitted effect of over 55% in size
#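 Kinetic red-fluorescence monitoring (525/598 nm) tracks WRN helicase activity after 100 nM fluorophore-quencher forked duplex and 2 mM ATP are added to 20 nM enzyme pretreated 15 min at room temperature with compound.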
# PI5P4K alpha inh: qHTS for Inhibitors of phosphatidylinositol 5-phosphate 4-kinase (PI5P4K); Phosphatidylinositol 5-phosphate 4-kinase type-2 alpha (Homo sapiens), P48426; PI5P4Kalpha enzyme, ADP-Glo luminescence, 60 min; hits give low values; max response, %; 330,000 tested, 1.2% active; AID 652105, 2013; active = max response of -50% or lower; inconclusive = between -30% and -50%; inactive = -30% or higher; also: value at the top dose of about 77 µM; % is scaled to controls: 0 for no effect and ±100 for the full control effect
# Target sequence (P48426 whole entry, looked up): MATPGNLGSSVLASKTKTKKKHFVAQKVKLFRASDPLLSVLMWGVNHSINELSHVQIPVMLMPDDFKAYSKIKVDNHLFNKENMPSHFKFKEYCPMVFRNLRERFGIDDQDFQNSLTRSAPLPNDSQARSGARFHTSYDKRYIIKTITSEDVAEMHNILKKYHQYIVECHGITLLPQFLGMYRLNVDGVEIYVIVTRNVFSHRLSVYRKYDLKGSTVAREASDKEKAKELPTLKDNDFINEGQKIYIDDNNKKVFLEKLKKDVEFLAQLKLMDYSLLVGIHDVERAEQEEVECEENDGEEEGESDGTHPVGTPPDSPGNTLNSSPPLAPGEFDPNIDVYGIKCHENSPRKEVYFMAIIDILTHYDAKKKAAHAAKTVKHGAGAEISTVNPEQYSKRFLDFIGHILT
#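 PI5P4Kalpha ADP-Glo assay; 5 microM ATP final; 60 min RT reaction; HEPES pH 7.4/EGTA/CHAPS, 5% DMSO; controls lacking substrate or enzyme; luminescent end-point.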
# PLK1 PBD inh: qHTS for Inhibitors of PLK1-PDB (polo-like kinase 1 - polo-box domain): Primary Screen; 360,000 tested, 2.8% active; Serine/threonine-protein kinase PLK1 (Homo sapiens), P53350; AID 720504, 2013; Plk1 PBD binding of FITC phosphopeptide, fluorescence polarization; Potency, µM, inactives show max response, negative = inhibition, usual class: inhibitors; also: potency is read from the fitted curve at half-maximal effect; series mostly up to about 57 µM; % is scaled to controls: 0 for no effect and ±100 for the full control effect; nearly all actives have a fitted effect of over 65% in size
# Target sequence (P53350 whole entry, looked up, the tested form may be a part): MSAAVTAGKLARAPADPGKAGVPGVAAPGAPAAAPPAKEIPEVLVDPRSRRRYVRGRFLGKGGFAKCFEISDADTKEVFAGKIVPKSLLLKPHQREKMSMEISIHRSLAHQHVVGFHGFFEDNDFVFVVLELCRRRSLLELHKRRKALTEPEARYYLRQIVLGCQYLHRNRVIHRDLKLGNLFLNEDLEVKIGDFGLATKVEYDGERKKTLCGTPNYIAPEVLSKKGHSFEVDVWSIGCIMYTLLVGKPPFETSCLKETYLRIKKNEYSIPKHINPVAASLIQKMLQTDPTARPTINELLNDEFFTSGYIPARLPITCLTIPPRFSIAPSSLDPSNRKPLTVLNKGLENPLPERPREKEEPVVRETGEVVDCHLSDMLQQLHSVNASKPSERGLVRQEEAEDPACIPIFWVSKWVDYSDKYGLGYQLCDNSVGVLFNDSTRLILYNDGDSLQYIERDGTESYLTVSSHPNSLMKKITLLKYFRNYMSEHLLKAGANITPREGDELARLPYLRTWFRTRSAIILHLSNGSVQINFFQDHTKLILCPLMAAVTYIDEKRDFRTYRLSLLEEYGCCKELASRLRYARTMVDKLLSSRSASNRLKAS
# EPAC1 antagonist: qHTS for Antagonist of cAMP-regulated guanine nucleotide exchange factor 3 (EPAC1): primary screen. Rap guanine nucleotide exchange factor 3 (Homo sapiens), O95398. EPAC1 GEF assay, Rap1b-BODIPY-GDP exchange fluorescence. AID 720709, 2013. 360,000 tested, 0.14% active. Potency, µM (series often up to 115 µM), for the others: at the highest dose activity change, negative = inhibition, most hits filed as inhibitors;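 also: potency is read from the fitted curve at half-maximal effect; plate controls were vehicle for no effect and positive control for full effect; nearly all actives have a fitted effect of over 50% in size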
# EPAC1 ag: qHTS for Agonist of cAMP-regulated guanine nucleotide exchange factor 3 (EPAC1): primary screen; AID 720707, 2013; Rap guanine nucleotide exchange factor 3 (Homo sapiens), O95398; 360,000 tested, 0.073% active; EPAC1 agonist qHTS, biochemical assay; response scale: 100% = response to 6.5 mM cAMP; Potency, µM (highest dose often 154 µM), inactives show at the highest dose activation, hits mostly activators; also: potency is read from the fitted curve at half-maximal effect; nearly all actives have a fitted effect of over 60% in size
#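 Compounds were pinned as a concentration titration into mixtures of EPAC1 (100 nM), BODIPY-GDP-loaded Rap1B (250 nM) and GDP (50 uM). After 5 min at room temperature, fluorescence was followed for 30 min; activity was scaled to 6.5 mM cAMP.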
# IL-2 act: qHTS of IL-2 Activators; 360,000 tested, 0.065% active; AID 652025, 2013; activation, % (series mostly up to about 46 µM); IL-2 activation reporter assay, cell-based qHTS; stimulated with anti-CD3/CD4/CD28 beads; in transgenic mouse T cells; in the data active = activation above about 50%; inconclusive = mostly about 30% to 49%; also: 0% is about no effect
#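 EGFP and DsRed fluorescence is measured by plate cytometry in unstimulated transgenic mouse T cells exposed to compound for 60 minutes, then stimulated 18 hours at 37 degrees C with anti-CD3/anti-CD4 beads plus anti-CD28.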
# FUS suppressor: qHTS for Suppressors of FUS Proteinopathy: Primary screen using FUS-linked yeast assay; S. cerevisiae FUS-expressing, growth rescue, OD600, 24 h; Potency, µM (titrated, usually from 76.6 µM), for the others: at the highest dose growth rescue (activation), usual class: activators; 390,000 tested, 0.24% active;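 also: potency is read from the fitted curve at half-maximal effect; plate controls were DMSO vehicle for no effect and reference control for full effect; nearly all actives have a fitted effect of over 55% in size; some results filed as inactive show a strong effect at the top dose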
#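 Compound concentration series was pinned onto galactose-induced FUS-expressing yeast seeded at OD 0.005. Plates sat 24hr at 30C; absorbance at 600 nm gave growth. DMSO served as background control.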
# Abeta yeast res: qHTS for compounds that reverse cellular toxicity of Amyloid beta (A-beta) peptide in yeast: Primary Screen; Potency, µM (doses to about 46.1 µM), inactives show top-dose growth rescue, hits mostly activators; 410,000 tested, 0.063% active; AID 1347071, 2019; yeast expressing A-beta42, growth rescue, OD600, 48 h; response scale: 0% DMSO, 100% iron-clioquinol control; also: potency is read from the fitted curve at half-maximal effect; nearly all actives have a fitted effect of over 55% in size
#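 Yeast growth medium received pinned compounds, then yeast cells expressing toxic A-beta were added; plates incubated at 30 C for 48 hr. Growth read as absorbance at 600 nm, normalized to DMSO and equimolar FeCl3 plus clioquinol controls.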
# An asterisk follows results filed as active; ? = inconclusive; · = not tested or not shown; & = joins results of further samples; [ ] = remark or other dose. Unless noted, calls follow the shape of the dose curve; as a rule, active = well fitted curve in the direction sought with a large enough effect; inconclusive = small, poorly fitted or top-dose-only effect, or another doubt; inactive = no such curve, though single readings can be large; an effect the other way counts as inactive or inconclusive.
cpd	SMILES	WRN inhibitor	PI5P4K alpha inh	PLK1 PBD inh	EPAC1 antagonist
1	O=C(Nc1ncccn1)c1cc(-c2ccc(F)cc2)nc2ccccc12	2%[57.1 µM]	1	-4%	-22%
2	CC(=O)c1cccc(NC(=S)NC(=O)Cc2ccccc2)c1	5%	3	3%	-10%
3	O=C(Cc1cccc(NC(=O)C2CCN(C(=O)C3CCC3)CC2)c1)Nc1cccc(C(=O)N2CCOCC2)c1	-3%	1	-6%	-20%
4	COc1ccc(-n2cnnc2SCC(=O)c2ccc(S(=O)(=O)N3CCOCC3)cc2)cc1	6%	-12	-5%	1%
5	Cn1c(NCc2cccc(Br)c2)nc2ccccc21	-13%	1	-2%	-5%
6	CCCCN(C)CCCNC(=O)C1(O)c2ccccc2NC(=O)N1c1ccc(Cl)cc1 (stereo unspecified)	4%	-1	-4%	8%
7	COc1ccc(-c2cc(C)no2)cc1S(=O)(=O)Nc1cccc(C)c1	-3%[57.1 µM]	9	-3%	-7%
8	Brc1ccc(-c2csc(N3CCC(c4ccccc4)C3)n2)cc1 (stereo unspecified)	-12%	·	0%	-3%
9	COc1ccc(CCNC(=O)CSc2nnc(-c3ccccc3)o2)cc1OC	8%	-3	-1%	7%
10	Nc1nc(-c2ccccc2)cn1N	-13%	3	-7%	-12%

cpd	EPAC1 ag	IL-2 act	FUS suppressor	Abeta yeast res
1	9%	-3.0	5%	14%
2	-1%	5.9	5%	?
3	-15%	0.3	1%	-2%
4	8%	-2.1	26%	1%
5	2%	-2.4	-7%	11%
6	5%	-0.4	-29%	-11%
7	9%	1.2	20%	1%
8	4%	2.0	3%	9%
9	-12%	-4.2	11%	-4%
10	4%	-0.4	5%	2%

# Further records:
cpd	SMILES	WRN inhibitor	PI5P4K alpha inh	PLK1 PBD inh	EPAC1 antagonist
11	Brc1ccccc1-c1nnc(COc2ncnc3ccccc23)o1	-21%	-28	-4%	-21%
12	COc1ccc(Cc2c(-c3ccccc3)nc3ccc(Cl)cn23)c(C)c1	-2%	-4	-10%	-15%
13	Cc1noc(C)c1COc1ccc(C(=O)N(C)CCOc2ccccc2)cc1	1%	-4	-2%	-2%
14	C=CCOc1cccc(/C=C\c2nc(O)c([N+](=O)[O-])c(=O)[nH]2)c1	-16%[57.1 µM]	?	-7%	-30%
15	Cc1ccc(CSc2ccc(S(=O)(=O)N3CCCC3)cn2)cc1	2%	-3	-15%	-12%
16	CS(=O)(=O)N(CC(=O)N1CCN(Cc2ccccc2)CC1)c1cccc(Cl)c1	-1%	5	4%	7%
17	Nc1nonc1-c1nc2ccccc2n1CC(=O)N/N=C\c1ccc(-c2ccc(Cl)cc2)o1	-5%	?	-5%&7%	-8%
18	CC(C)CCC(C(=O)O)C(C)CC(=O)Nc1ccn(-c2ccccc2)n1 (stereo unspecified)	-8%	2	-1%	8%
19	CN(C)S(=O)(=O)c1cccc(NC(=O)COC(=O)c2cn(-c3ccccc3)nc2-c2ccccc2)c1	-1%	6	2%	-9%
20	COc1ccc(Cn2nnnc2C(c2cc3cc(C)cc(C)c3[nH]c2=O)N2CCOCC2)cc1 (stereo unspecified)	-4%	·	1%	-3%

cpd	EPAC1 ag	IL-2 act	FUS suppressor	Abeta yeast res
11	4%	-3.8	29%	5%
12	7%	1.7	13%	0%
13	6%	-0.1	11%	5%
14	-7%	-2.7	11%	-3%
15	5%	0.9	-12%	-11%
16	0%	-0.8	-10%	8%
17	4%	-1.4	29%	12%
18	-5%	1.0	29%	1%
19	5%	0.6	42%	8%
20	0%	0.0	11%	-1%

# The list goes on:
cpd	SMILES	WRN inhibitor	PI5P4K alpha inh	PLK1 PBD inh	EPAC1 antagonist
21	O=C(CSc1nnc(COc2ccccc2)o1)NCCc1ccccc1	?	?	2.7µM*	-1%
22	O=C(CN1C(=O)c2ccc([N+](=O)[O-])cc2C1=O)NCC1CCCO1 (stereo unspecified)	4%	2	-8%	-9%
23	CCCCNc1cc(NC(C)=O)cc2cc(OC)c(OC)cc12	-11%	·	-14%	5%
24	O=C(Cn1cc(C(F)(F)F)ccc1=O)NCc1ccc(F)cc1	0%	5	-1%	-10%
25	O=C(N/N=C/c1ccc2c(c1)OCO2)c1sc2cc(Cl)ccc2c1Cl	-16%	?	-1%	5%
26	CCCCCOC(=O)C1=C(C)Nc2ncnn2C1c1cccs1 (stereo unspecified)	-5%	2	0%	-6%
27	CC(=O)Oc1cc2c3c(c1)/C(=C1/SC(=S)NC1=O)C(=O)N3C(C)(C)C=C2C	?	-76*	27µM*	-8%
28	CCCN1CCC(NC(=S)Nc2ccc(C(=O)OCC)cc2)CC1	-25%[57.1 µM]	3	5%	26%
29	Cc1ccc2oc(/N=C(\N)NC(=O)C(C)(C)C)nc2c1	2%	-1	-11%	-12%
30	Cc1cccn2c(=O)c(C=Nc3ccc(Cl)cc3)c(NCCO)nc12	-6%	·	-5%	-1%

cpd	EPAC1 ag	IL-2 act	FUS suppressor	Abeta yeast res
21	3%	-0.8	0%	16%
22	1%	-3.8	3%	4%
23	9%	1.2	11%	-14%
24	-3%	-0.1	8%	-19%
25	10%	-0.1	4%	-3%
26	-9%	-2.6	35%	5%
27	1%	-0.2	19%	9%
28	17%	5.8	13%	-2%
29	9%	-4.8	13%	-13%
30	-8%	-1.8	7%	-6%

# (continued)
cpd	SMILES	WRN inhibitor	PI5P4K alpha inh	PLK1 PBD inh	EPAC1 antagonist
31	CCc1ccc(OCC(=O)Oc2ccc([N+](=O)[O-])cc2)cc1	-13%	0	-1%	-15%
32	CCn1c(SCC(=O)Nc2cc(C)on2)nnc1-c1c[nH]c2ccccc12	4%	-4	2%	10%
33	CN1CCN(C(=O)c2cccc(S(=O)(=O)N3CCCCC3)c2)CC1	-3%	·	-1%	-13%
34	COC(=O)CNC(=O)c1cc(-c2ccncc2)nc2ccccc12	-27%	-17	-9%	?
35	CC1Nc2ncnc(N3CCN(c4ccccc4)CC3)c2N(Cc2ccccc2)C1=O (stereo unspecified)	1%	-3	-12%	-1%
36	CCOc1ccccc1CNC(=O)c1nn(C)c2c1CS(=O)(=O)c1ccccc1-2	-7%[57.1 µM]	-1	-13%	-1%
37	O=C(N/C(=C/c1ccc(F)cc1)C(=O)N1CCOCC1)c1ccccc1	-29%	5	-6%	5%
38	Cc1ccc(OCC(=O)c2cc(C)c(C)cc2C)c([N+](=O)[O-])n1	9%	-24	-21%	3%
39	c1ccc(C2=NC(c3ccccc3)N=C(c3ccccc3)N2)cc1	-1%	2	0%	-8%
40	CC(=O)Nc1ccc(S(=O)(=O)NNC(=O)C(=O)NNc2ccccn2)cc1	-10%	-7	-4%	-10%

cpd	EPAC1 ag	IL-2 act	FUS suppressor	Abeta yeast res
31	-1%	0.3	-17%	4%
32	-6%	-3.4	-13%	-3%
33	-6%	0.1	15%	-8%
34	9%	0.1	10%	-7%
35	-9%	-3.1	-2%	-9%
36	5%	-1.5	34%&7%	-2%&9%
37	11%	0.4	·	-20%
38	-10%	-0.8	16%	-3%
39	4%	0.4	-4%	14%
40	-5%	0.7	3%	-20%

# Further results.
cpd	SMILES	WRN inhibitor	PI5P4K alpha inh	PLK1 PBD inh	EPAC1 antagonist
41	CCOc1cc(CNCc2ccccn2)cc(Cl)c1OC	-7%	-3	2%	-1%
42	CC1(c2nnnn2-c2ccc3c(c2)OCCO3)CCC(=O)N1CCCn1ccnc1 (stereo unspecified)	-1%	1	-5%	-25%
43	NC(=O)C1=C[C@@H](c2ccc(C(F)(F)F)cc2)C[C@@H](OCCCCO)O1	-3%	3	-18%	-5%
44	CCOc1ccc(CN(C)CC(=O)Nc2cc(C)c(C)cc2[N+](=O)[O-])cc1	-2%	14	-1%	-3%
45	Cc1cc(=O)[nH]c2[nH][nH]c(=O)c12	-2%	0	-3%	3%
46	CCOC(=O)CNc1ncc([N+](=O)[O-])cc1C#N	6%	4	4%	0%
47	Cc1cccc(N2CCN(C(=O)CCS(=O)(=O)c3ccc4c(c3)oc(=O)n4C)CC2)c1C	2%	-9	-11%	0%
48	O=C(Nc1cccc(S(=O)(=O)N2CCCCCC2)c1)C1CCN(C(=O)c2ccc(F)cc2)CC1	2%	1	-1%	-1%
49	C=CCOC(=O)CCCC(=O)NC1CCCCC1	5%	6	-2%	12%
50	O/N=C1/CCc2cccc3cccc1c23	-16%	·	-3%	0%
51	Cc1cc(C)c(C)c(S(=O)(=O)NC(C)C(=O)O)c1C (stereo unspecified)	-6%	1	-9%	-6%

cpd	EPAC1 ag	IL-2 act	FUS suppressor	Abeta yeast res
41	9%	3.2	-8%	4%
42	-9%	-1.0	-17%	1%
43	-7%	-0.7	-14%	-8%
44	1%	3.4	1%	-7%
45	-6%	-2.5	·	-7%
46	9%	2.8	·	2%
47	8%	-1.7	22%&7%	-3%&-9%
48	7%	-1.3	?	1%
49	-6%	0.9	1%	10%
50	9%	-0.7	7%	-10%
51	-9%	0.9	-18%	-2%
